hDAT+cocaine: changed human dopamine transporter uptake under cocaine IC80; AID 449768; Q01959; LLC-PK1 hDAT cells, [14C]-dopamine uptake with cocaine IC80; actives deviate in either direction; actives 1.3% (n = 110,000); B-score at 10 µM;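 active means Z score or B-score, a plate-position-corrected score, falls beyond the plate's 99.7% confidence bounds, in either direction; inactive means both scores lie inside the 99.7% bounds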;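 further: scored against the spread of the other compound wells on the same plate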
Target sequence (Q01959 whole entry, looked up): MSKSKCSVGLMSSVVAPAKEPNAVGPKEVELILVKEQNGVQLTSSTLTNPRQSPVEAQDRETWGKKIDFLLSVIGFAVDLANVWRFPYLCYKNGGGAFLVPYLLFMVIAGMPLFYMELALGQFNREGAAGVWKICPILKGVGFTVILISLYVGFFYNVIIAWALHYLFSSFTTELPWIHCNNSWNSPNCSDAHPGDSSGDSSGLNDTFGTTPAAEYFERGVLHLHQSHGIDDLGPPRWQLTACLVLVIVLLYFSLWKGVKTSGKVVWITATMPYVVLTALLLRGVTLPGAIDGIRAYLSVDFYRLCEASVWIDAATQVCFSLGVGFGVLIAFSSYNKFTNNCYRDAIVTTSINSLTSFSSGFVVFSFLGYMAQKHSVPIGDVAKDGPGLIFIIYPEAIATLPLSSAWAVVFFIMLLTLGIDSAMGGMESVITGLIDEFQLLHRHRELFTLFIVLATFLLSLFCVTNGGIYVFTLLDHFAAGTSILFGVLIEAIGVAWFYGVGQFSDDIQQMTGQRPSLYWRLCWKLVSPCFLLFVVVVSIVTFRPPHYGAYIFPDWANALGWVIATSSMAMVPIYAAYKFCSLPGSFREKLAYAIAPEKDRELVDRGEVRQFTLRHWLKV
* hit, by the source's call. Only part of the results is shown; the hit share may differ from the screen's.

SMILES	hDAT+cocaine
C=CCN1C=C2C(=O)C(C)(OC(=O)c3cccs3)C(=O)C=C2C=C1CCCC(=O)OC (stereo not drawn)	-1.7
CC(=O)NNC(=O)N1Cc2ccccc2Oc2ccc(Cl)cc21	1.5
COCCNC(=O)c1cc2c(=O)n3cccc(C)c3nc2n1C	-0.54
COc1ccc2c(c1)CC1c3c(cc4c(c3-2)OCO4)CC[N+]1(C)[O-] (stereo not drawn)	0.93
Cc1ccc(C)c(NC(=O)CSc2nc(N)c(NC(=O)c3cccs3)c(=O)[nH]2)c1	-0.96
COc1ccc([C@H]2/C=C\CN(S(=O)(=O)c3ccc4ccccc4c3)[C@@H](C)C(=O)N2Cc2ccc(F)cc2)cc1	0.62
C#CCO[C@@H]1C[C@H](n2ccc(NC(=O)c3ccccc3)nc2=O)O[C@@H]1CO	-0.033
Cc1c(CCCC(=O)O)sc(N)c1C(=O)c1cccc(C(F)(F)F)c1	0.67
C[C@@H](O)[C@@H]1NC(=O)c2cc([N+](=O)[O-])cc(I)c2NCC[C@@H](C(N)=O)NC(=O)CNC1=O	0.11
NCCCC[C@H](N)c1nnc([C@H](CCC(=O)O)NC(=O)C2CCNCC2)o1	-0.15
C[C@H](NC(=O)c1nc[nH]c1C(=O)N[C@@H](Cc1ccccc1)C(=O)OC(C)(C)C)c1ccccc1	-0.64
CC(C)(C)c1ccc(C(=O)N2CCC(=O)N(C(COCc3ccccc3)Cc3ccccc3)CC2)cc1 (stereo not drawn)	0.16
Clc1nc2ccccc2cc1-c1nnn(-c2ccccc2)n1	0.41
CCO[C@@H]1OC(C(=O)NCc2nc3ccccc3[nH]2)=C[C@H](C)[C@H]1CCCO	0.0041
COC(=O)N1[C@H](C)C=C[C@]1(Cc1ccccc1)C(=O)OC	0.94
COc1ccc(-c2ccccc2)c2oc(-c3ccco3)cc(=O)c12	-0.47
CN1C(C(=O)NCC2CC2)CC2Cn3c(nc4cc(Cl)c(Cl)cc43)C21 (stereo not drawn)	-0.61
CNC(=O)C1(CC(C)C)C=CCN1C(C)=O (stereo not drawn)	-0.62
COc1cc(O)c(C(CCN2CCCCC2)c2ccc3c(c2)OCO3)c(OC)c1 (stereo not drawn)	1.2
CCC1=C(OC(=O)N(CC)CC)N2C(=O)OC(=NCC3CC3)[C@]2(C)[C@H]2C1=CC[C@H]1C(=O)N(CC(=O)OC)C(=O)[C@H]12	-0.7
O=C(O)C1=C[C@@H](c2coc3ccccc3c2=O)C[C@@H](OCCCCO)O1	-0.53
COc1cc(/C=C\C(=O)NCc2ccc3c(c2)cc(C)n3C)cc(OC)c1OC	-1.2
CCOC(=O)c1c(NC(=O)CN2C(=O)c3ccccc3C2=O)sc(Cc2ccc3c(c2)OCO3)c1C	-0.36
CCOC(=O)C1(CCCCCCOc2ccc(Cl)cc2)CO1 (stereo not drawn)	-0.54
CC[C@@]1(O)C(=O)OCc2c1cc1n(c2=O)Cc2cc3c(N)cccc3nc2-1	1.1
Cc1ccc(NC(=O)OCCN2CCN(Cc3ccccc3)CCC2=O)cc1C	-0.85
C/C=C/C=C\C(=O)Nc1cccc(C2=NOC3(C2)C[C@@H](C(N)=O)N(C(=O)/C(C)=C/C)C3)c1 (stereo partly drawn)	-0.022
Cc1ccccc1-c1ccc(C(=O)Nc2cccc(F)c2)o1	0.006
CN1C(=O)CC[C@H]1c1cccnc1	0.13
O=C(NCc1ccccc1)c1onc(CSc2ccccc2)c1C(=O)NCc1ccccc1	1.6*
O=C(NCc1ccccn1)[C@H]1C[C@@H]1[C@H](NP(=O)(c1ccccc1)c1ccccc1)c1ccccc1	1.1
CCC/C=C(\CCC)C(NS(=O)(=O)c1ccc(C(F)(F)F)cc1)c1ccccc1 (stereo not drawn)	0.11
COc1ccc(-c2ccc(N)[n+](CCCC(=O)O)n2)cc1	-0.43
NC(=O)CC(NC(=O)c1cccc(Br)c1)c1ccc(N2CCC(N3CCCC3)CC2)c([N+](=O)[O-])c1 (stereo not drawn)	-0.9
COC(=O)c1ccc(C23CC4(C2)[C@H](CN(Cc2ccc(C(F)(F)F)cc2)[C@@H]4c2ccccc2)C3c2ccc(Cl)nc2)cc1 (stereo partly drawn)	-0.93
OCC[C@@H]1C[C@@H](O)[C@H](O)[C@@]2(CCCCO2)O1	0.58
CCO[C@H]1OC(C(=O)N2CCN(Cc3ccc4c(c3)OCO4)CC2)=C[C@@H](C2CCCCC2)[C@@H]1CCCO	-0.0078
C#CCOCCOCCOCCNc1nc(N2CCOCC2)nc(N2CCN(C(=O)[C@H](CCC(=O)O)n3cc(C(N)[C@H](C)CC)nn3)CC2)n1 (stereo partly drawn)	-0.35
CC(C)(C)[C@H]1C=C(C(=O)N2CCN(Cc3ccc4c(c3)OCO4)CC2)O[C@@H](OCCCCO)C1	1.2
C#CCNC(=O)C1=C[C@@H](c2ccc(C#C)cc2)C[C@@H](OCCCCO)O1	-0.28
CN(CCCC[C@H](CNCc1ccc(-c2ccccc2)cc1)N1C[C@H](c2ccccc2)N(CCc2ccc(Cl)c(Cl)c2)C(=O)C1=O)Cc1ccc(-c2ccccc2)cc1	-0.26
Cn1cc(C(=O)OCC2CCN(CCNS(C)(=O)=O)CC2)c2ccccc21	0.79
CCc1nc(N)nc(N)c1-c1ccc(Cl)cc1	0.45
COc1ccc(-c2cccc(C3CC=CC4C3C(=O)N(Cc3ccccc3)C4c3cc(C)ccc3F)c2)cc1 (stereo not drawn)	-0.59
COc1ccc2c(c1)c(CC(=O)OCC(=O)O)c(C)n2C(=O)c1ccc(Cl)cc1	0.6

Laid out differently: four of the compounds above.
Structure | hDAT+cocaine
C#CCOCCOCCOCCNc1nc(N2CCOCC2)nc(N2CCN(C(=O)[C@H](CCC(=O)O)n3cc(C(N)[C@H](C)CC)nn3)CC2)n1 (stereo partly drawn) | -0.35
CC(C)(C)[C@H]1C=C(C(=O)N2CCN(Cc3ccc4c(c3)OCO4)CC2)O[C@@H](OCCCCO)C1 | 1.2
C#CCNC(=O)C1=C[C@@H](c2ccc(C#C)cc2)C[C@@H](OCCCCO)O1 | -0.28
CN(CCCC[C@H](CNCc1ccc(-c2ccccc2)cc1)N1C[C@H](c2ccccc2)N(CCc2ccc(Cl)c(Cl)c2)C(=O)C1=O)Cc1ccc(-c2ccccc2)cc1 | -0.26

Next section
SMILES	hDAT+cocaine
Cc1ccc(C)c2[nH]c(=O)c(CN(CCCN(C)C)C(=O)NCc3ccccc3)cc12	0.34
N#Cc1ccc(C23CC4(C2)[C@H](CN(Cc2cccnc2)[C@@H]4c2ccccc2)C3c2ccccc2)cc1 (stereo partly drawn)	0.066
NC(=O)[C@@H]1CCOc2c(I)cc([N+](=O)[O-])cc2C(=O)N[C@@H](CO)C(=O)NCC(=O)N1	0.31
OCC[C@@H]1C[C@H](O)[C@@H](O)[C@@]2(CCCCO2)O1	-0.035
COc1cc(/C=C2/N=C(c3ccccc3)OC2=O)c(F)cc1OCc1ccccc1	0.16
CN(C)c1ccc(-c2nn3c(-c4cccnc4)nnc3s2)cc1	0.38
COc1ccc(C[C@H]2CN3C(=NC[C@@H]3Cc3ccc(O)cc3)N2C[C@H](C)NC(=O)c2ccc(C)c(Br)c2)cc1	-0.92
O=c1c2ccccc2nc2n1CCC2O (stereo not drawn)	-0.84
CC1CCCN(c2ncnc3c2cnn3-c2ccccc2)C1 (stereo not drawn)	1.3
CCCc1sc(N)nc1-c1ccc(C)cc1	0.46
C[C@@H]1O[C@@H](Oc2c(-c3cc(O)c(O)c(O)c3)oc3cc(O)cc(O)c3c2=O)[C@H](O)[C@H](O)[C@H]1O	-0.58
COc1cc(-c2cc(=O)c3c(O)cc(O)cc3o2)ccc1O	-0.43
CCOc1ccc(NC(=O)c2cnc3scc(C)n3c2=O)cc1	-1.3
CCOC(=O)N1CCC(NC(=O)c2cnc3n(c2=O)CCS3)CC1	0.77
C=CCn1c(N(C)C)nc2c1c(=O)[nH]c(=O)n2C	-0.59
O=C1CC2(CCCCC2)Oc2ccccc21	-0.8
C[C@](N)(Cc1ccc(O)c(O)c1)C(=O)O	-0.8
C/C=C/C(=O)Nc1cccc(C2=NOC3(C2)C[C@@H](C(N)=O)N(C(=O)C(c2ccccc2)c2ccccc2)C3)c1 (stereo partly drawn)	0.83
COc1ccc2[nH]c(=O)c(-c3nnn(-c4ccccc4)n3)cc2c1	0.48
CCOc1cc(CC(=O)N[C@@H](CC(C)C)c2ccccc2N2CCCCC2)ccc1C(=O)O	1.2
COC(=O)C[C@H]1c2cc(F)ccc2S(=O)(=O)N1c1ccccc1	-0.082
CCCCNC(=S)NCc1ccc2[nH]c3c(c2c1)CCCC3	0.009
COc1ccc(CCNc2ccc(C(CC(N)=O)NC(=O)c3ccc(Br)cc3)cc2[N+](=O)[O-])cc1 (stereo not drawn)	-0.2
Cc1ccc(-n2nnc(-c3nccs3)n2)cc1	0.48
C#Cc1ccc([C@@H]2C=C(C(=O)NCc3nc4ccccc4[nH]3)O[C@H](OCC)[C@H]2CCCO)cc1	0.69
CC(C)(C)c1ccc(NC(=O)c2ccc3c(c2)S(=O)(=O)c2ccccc2C3=O)cc1	0.2
CCOC(=O)C(=CN(CCc1ccccc1)CC(=O)OC)C(=O)OCC	-0.45
O=C(O)C1Nc2ccc(OC(F)(F)F)cc2C2C=CCC12 (stereo not drawn)	0.46
Cc1nn(-c2ccccc2)nc1CNC(=O)C(C)Cc1ccccc1 (stereo not drawn)	0.021
Fc1cccc(CCN2CCNC[C@@H]2Cc2ccccc2)c1	-0.23

Ordered by value in hDAT+cocaine (low to high): 5 of the compounds above
compound	hDAT+cocaine
O=C1CC2(CCCCC2)Oc2ccccc21	-0.8
COc1ccc(CCNc2ccc(C(CC(N)=O)NC(=O)c3ccc(Br)cc3)cc2[N+](=O)[O-])cc1 (stereo not drawn)	-0.2
CCCCNC(=S)NCc1ccc2[nH]c3c(c2c1)CCCC3	0.009
Cc1nn(-c2ccccc2)nc1CNC(=O)C(C)Cc1ccccc1 (stereo not drawn)	0.021
CC(C)(C)c1ccc(NC(=O)c2ccc3c(c2)S(=O)(=O)c2ccccc2C3=O)cc1	0.2

Remaining list, next part
SMILES	hDAT+cocaine
Cc1nc2cc(S(=O)(=O)N(C)C)ccc2n1-c1ccccc1	-0.14
COc1ccc(-c2c([C@H]3[C@H]4C=CC[C@@H](C)[C@@H]4C(=O)N3Cc3ccccc3)ccc3ccccc23)cc1OC	0.039
O=C(O)C1=C[C@@H](c2ccc(Br)cc2)C[C@@H](OCc2ccc(CO)cc2)O1	-0.22
COc1ccc([C@H]2/C=C\CN(C(=O)c3ccc(C)cc3)[C@@H](C)C(=O)N2Cc2ccc(F)cc2)cc1	0.0014
CC(O)[C@H]1CN=C(N)N1CC1CCCCC1 (stereo partly drawn)	0.27
CCOc1ccc(NC(=O)CC2C(=O)N(c3cccc(OC)c3)C(=O)N2C(C)C)cc1 (stereo not drawn)	0.26
OCCCn1c(CCNc2nc(-c3ccc(Cl)cc3)cs2)nc2cc(C(F)(F)F)ccc21	-0.015
S=C(N=Nc1ccccc1)NNc1ccccc1	0.47
CCCC[C@@H]1CNC(=S)N1CCCc1cc(OC)c(OC)c(OC)c1	1.4
CN1CCN(C(=O)C2=C[C@H](c3ccccc3)C[C@H](OCc3ccc(CO)cc3)O2)CC1	1.4
COC(=O)C1=C[C@@H](C(=O)OC)[C@@H]2C3=C(C(=O)[C@]2(C)NC(=O)c2ccccc2)[C@H](C)n2c(=O)n(C)c(=O)n2[C@@H]3C1	-0.42
CCC(=O)c1cn([C@@H](CCC(OC)OC)CC(=O)OC(C)(C)C)cc1CC	-0.0029
COc1ccc(CN2CC[C@H]3C=CC[C@@H](C(=O)NCCc4ccccc4)[C@H]3C2=O)cc1OC	1.1
CCO[C@@H]1OC(C(=O)NCc2ccccc2)=C[C@H](C(C)(C)C)[C@H]1CCCO	0.3
CC(C)(C)[Si](OCC[C@@H]1C[C@@]1(C)[C@@H](NP(=O)(c1ccccc1)c1ccccc1)c1ccccc1)(c1ccccc1)c1ccccc1	-1
Cc1cc(CNC(=O)[C@H]2C[C@@H]2[C@H](NP(=O)(c2ccccc2)c2ccccc2)c2ccccc2)nn1C	0.047
CC1(OC(=O)C2CCCC2)C(=O)C=C2C=C(c3ccsc3)N(C(CO)CO)C=C2C1=O (stereo not drawn)	-0.17
COc1ccc(-c2c(-c3ccsc3)oc3ccc(N4CCOCC4)cc23)cc1	-0.035
COc1ccc(-c2oc3ccc(-c4ccc(OC)nc4)cc3c2-c2ccc(OC)cc2)cc1	-0.23
COc1cc2cc(Oc3ccc4ccc(=O)oc4c3)c(=O)oc2cc1OC1OC(COC(=O)CC(C)(O)CC(=O)O)C(O)C(O)C1O (stereo not drawn)	-1.2
COC(=O)[C@@H]1C[C@@]2(O)[C@H](O)[C@H](O)[C@H](O)C[C@H]2N1C/C=C/c1ccccc1	0.14
CCCCc1c(C(=O)O)cc(OC)cc1C(=O)O	0.12
O=C(NCCc1ccccc1)[C@@H]1CC=C[C@@H]2CCN(C3CCCCC3)C(=O)[C@@H]21	-1.6
O=C(NC1CC1)C1=C[C@H](c2ccc(C(F)(F)F)cc2)C[C@H](OCCCCO)O1	0.25
C#CCOCCOCCOCCNc1nc(N2CCN(C(=O)[C@H](CCC(=O)O)n3cc(C(N)CC(C)C)nn3)CC2)nc(N2CCN(C(=O)[C@H](CCC(=O)O)n3cc(C(N)[C@H](C)CC)nn3)CC2)n1 (stereo partly drawn)	0.25
COc1ccc([C@@H]2C=C(C(=O)O)O[C@H](OCCCCO)C2)cc1	0.42
C/C=C\C=C/C(=O)Nc1cccc(C2=NOC3(C2)C[C@@H](C(N)=O)N(C(=O)/C=C/CC)C3)c1 (stereo partly drawn)	-0.17
CC12CCC3(CO)COC(c4ccccc4O1)C2C3 (stereo not drawn)	-0.022
CN1CC[C@@]2([C@@]34CCN(C)C3Nc3ccccc34)c3ccccc3NC12 (stereo partly drawn)	-0.97
CCCNC(=O)C1CC(c2ccc(C(F)(F)F)cc2)=NO1 (stereo not drawn)	0.16

High-throughput results as filed in PubChem BioAssay.
